# Growth percent in the NCI-60 one-dose screen (48 h, 10 µM unless noted): 100 = growth as untreated, 0 = no growth, -100 = all killed.
# UACC-257 = UACC-257 melanoma | AID 1794764 | 4.4% of 78,000 active
# MALME-3M = MALME-3M melanoma; 5.8% of 78,000 active; AID 1794766
# LOX IMVI = LOX IMVI melanoma; 7.4% of 79,000 active
# SK-MEL-5 = SK-MEL-5 melanoma | 6.4% of 80,000 active
# UACC-62 = UACC-62 melanoma; 5.4% of 81,000 active; AID 1794756
# SK-MEL-28 = SK-MEL-28 melanoma; 4.1% of 81,000 active; AID 1794761
# SK-MEL-2 = SK-MEL-2 melanoma. 4.7% of 77,000 active
# MDA-MB-435 = MDA-MB-435 melanoma; 7.8% of 82,000 active; AID 1794794
# An asterisk follows results filed as active; / = no result given. How the source made its calls: active means growth percent below 10; inactive means the rest.
SMILES,UACC-257,MALME-3M,LOX IMVI,SK-MEL-5,UACC-62,SK-MEL-28,SK-MEL-2,MDA-MB-435
CC(=O)C1CCC(C)=CC1=O (configuration not stated),92.8,93.4,94.0,108.1,100.9,103.0,94.3,102.5
COc1ccc(C)c2sc(N(Cc3cccnc3)C(=O)c3ccc(C#N)cc3)nc12,-15.5*,-15.2*,-7.2*,-62.2*,-33.3*,15.9,13.1,10.1
CC1C(O)CCC2C1(C)CCC1C2(C)CCC2(C)C3CC(C)(C)CCC3(C)CCC12C (configuration not stated),91.4,106.3,98.0,94.6,101.8,112.7,90.7,105.2
OC(C#Cc1ccccc1)(C#Cc1ccccc1)/C=C/c1ccccc1,64.2,77.1,57.8,71.7,67.2,91.1,85.3,77.8
Cc1ccc2c(n1)C(=O)C(Oc1ccc(F)cc1)=CC2=O,95.5,93.9,88.5,91.4,99.7,112.7,110.1,100.9
COc1ccc(N2N=C(c3ccc4c(c3)OCO4)CC2c2cccc(NC(=O)CCCNS(=O)(=O)c3ccc(OC)cc3)c2)cc1 (configuration not stated),94.4,91.2,98.6,82.8,75.3,105.6,96.9,89.8
O=C(N/N=C/c1ccc(-c2cccc([N+](=O)[O-])c2)s1)c1[nH]c2ccc(Br)cc2c1-c1ccccc1,85.6,86.1,85.8,93.8,70.5,87.6,84.4,98.3
Cc1csc(Nc2nc(-c3cccc(Cl)c3)nc(C(Cl)(Cl)Cl)n2)n1,36.2,101.6,91.1,88.8,74.2,39.5,83.7,54.1
Oc1c(Cl)cc(Cl)c(Cl)c1Cl,93.8,/,101.2,99.8,100.0,111.2,105.7,103.2
COc1cc2nc(Cl)nc(Nc3cccc(C4=Nc5c(N)nc(N)nc5NC(c5ccccc5)C4)c3)c2cc1OC (configuration not stated),108.5,/,68.0,73.6,91.3,104.6,88.8,100.7
O=C(NC1CCCCC1)C(c1ccccc1)c1ccccc1,86.2,94.4,95.1,100.4,99.1,109.9,104.6,104.0
CC(Sc1nc2ccccc2c(=O)n1CCc1ccc(S(N)(=O)=O)cc1)C(=O)c1ccccc1 (configuration not stated),107.0,119.6,88.5,82.7,87.7,115.8,91.1,94.1

# A different layout for part of the listing above:
Molecule: OC(C#Cc1ccccc1)(C#Cc1ccccc1)/C=C/c1ccccc1
  UACC-257 = 64.2
  MALME-3M = 77.1
  LOX IMVI = 57.8
  SK-MEL-5 = 71.7
  UACC-62 = 67.2
  SK-MEL-28 = 91.1
  SK-MEL-2 = 85.3
  MDA-MB-435 = 77.8

Molecule: Cc1ccc2c(n1)C(=O)C(Oc1ccc(F)cc1)=CC2=O
  UACC-257 = 95.5
  MALME-3M = 93.9
  LOX IMVI = 88.5
  SK-MEL-5 = 91.4
  UACC-62 = 99.7
  SK-MEL-28 = 112.7
  SK-MEL-2 = 110.1
  MDA-MB-435 = 100.9

Molecule: COc1ccc(N2N=C(c3ccc4c(c3)OCO4)CC2c2cccc(NC(=O)CCCNS(=O)(=O)c3ccc(OC)cc3)c2)cc1 (configuration not stated)
  UACC-257 = 94.4
  MALME-3M = 91.2
  LOX IMVI = 98.6
  SK-MEL-5 = 82.8
  UACC-62 = 75.3
  SK-MEL-28 = 105.6
  SK-MEL-2 = 96.9
  MDA-MB-435 = 89.8

Molecule: O=C(N/N=C/c1ccc(-c2cccc([N+](=O)[O-])c2)s1)c1[nH]c2ccc(Br)cc2c1-c1ccccc1
  UACC-257 = 85.6
  MALME-3M = 86.1
  LOX IMVI = 85.8
  SK-MEL-5 = 93.8
  UACC-62 = 70.5
  SK-MEL-28 = 87.6
  SK-MEL-2 = 84.4
  MDA-MB-435 = 98.3

# (further entries)
SMILES,UACC-257,MALME-3M,LOX IMVI,SK-MEL-5,UACC-62,SK-MEL-28,SK-MEL-2,MDA-MB-435
COc1ccc(-n2c(SCCc3c[nH]c4ccccc34)nnc2-c2ccncc2)cc1,97.1,88.8,96.2,94.3,73.8,97.2,98.9,101.8
COc1ccccc1/C=C1\COc2ccc(O)cc2C1=O,95.2,79.9,34.6,66.5,69.1,100.6,93.5,14.9
Cc1cc(Nc2ccc(C(=O)N3CCCC3)cc2)nc(NCCCNc2ccnc3cc(Cl)ccc23)n1,105.2,54.8,-67.1*,92.3,86.8,92.1,99.5,79.6
CCN1C(=O)N(CC)C2C1NN=c1s/c(=C\c3cccc([N+](=O)[O-])c3)c(=O)n12 (configuration not stated),59.7,47.4,16.7,-5.7*,32.5,61.4,43.4,-30.4*
COC(=O)C1CCc2c(ccc3c2CCCC3)C1=O (configuration not stated),105.1,94.4,104.9,102.5,90.8,121.3,86.8,110.2
CCN(CC)CCOc1ccc(C(=O)CCc2ccccc2)cc1,107.9,112.7,83.0,94.0,95.6,106.4,117.8,113.2
COc1ccccc1Cn1cc(C#N)c(N)c1C(=O)c1ccc(C#N)cc1,110.0,98.4,95.6,100.0,93.9,101.5,103.0,96.8
COc1cc(CNc2oc(-c3ccccc3)c(-c3ccccc3)c2C#N)cc(CN2CCN(C)CC2)c1O,-4.3*,20.6,-74.6*,49.8,91.1,-38.4*,82.4,40.5
CCCCNC(=O)NS(=O)(=O)c1ccc(N2N=C(c3ccc(C)cc3C)CC2c2ccc(C)cc2)cc1 (configuration not stated),/,80.4,85.6,81.1,83.9,71.5,75.5,34.7
N#Cc1c(N2CCNCC2)nc2sc3cc(Cl)ccc3n2c1=N,130.0,116.2,96.3,94.7,84.4,99.7,95.0,112.6
C=C(C)[C@@H]1CC[C@]2(C=O)CC[C@]3(C)[C@H](CC[C@@H]4[C@@]5(C)Cc6c([nH]c7ccccc67)C(C)(C)[C@@H]5CC[C@]43C)[C@@H]12,118.7,110.1,97.8,111.9,98.3,120.3,98.1,103.8
CC(C)N(C(N)=O)c1ccc2c(c1)OCO2,96.7,111.6,103.4,102.5,105.7,104.8,/,93.8

# Complete entries from above:
# Shown for `CCN(CC)CCOc1ccc(C(=O)CCc2ccccc2)cc1` : UACC-257 = 107.9; MALME-3M = 112.7; LOX IMVI = 83.0; SK-MEL-5 = 94.0; UACC-62 = 95.6; SK-MEL-28 = 106.4; SK-MEL-2 = 117.8; MDA-MB-435 = 113.2
# Shown for `COc1ccc(-n2c(SCCc3c[nH]c4ccccc34)nnc2-c2ccncc2)cc1` : UACC-257 = 97.1; MALME-3M = 88.8; LOX IMVI = 96.2; SK-MEL-5 = 94.3; UACC-62 = 73.8; SK-MEL-28 = 97.2; SK-MEL-2 = 98.9; MDA-MB-435 = 101.8
# Shown for `CCN1C(=O)N(CC)C2C1NN=c1s/c(=C\c3cccc([N+](=O)[O-])c3)c(=O)n12` (configuration not stated) : UACC-257 = 59.7; MALME-3M = 47.4; LOX IMVI = 16.7; SK-MEL-5 = -5.7*; UACC-62 = 32.5; SK-MEL-28 = 61.4; SK-MEL-2 = 43.4; MDA-MB-435 = -30.4*

# Continuation.
SMILES,UACC-257,MALME-3M,LOX IMVI,SK-MEL-5,UACC-62,SK-MEL-28,SK-MEL-2,MDA-MB-435
N#C/C(=C/c1ccc([N+](=O)[O-])cc1)n1nnc2cc(F)c(F)cc21,65.5,74.8,42.4,88.6,57.2,97.6,75.6,64.2
C#CCOc1ccc(C2=NN(CCCCCC)C3N=C(Cl)c4ncn(CCCCCC)c4N23)cc1OCC#C (configuration not stated),90.8,106.8,94.7,93.1,64.9,106.7,94.2,96.5
Nc1cc([N+](=O)[O-])ccc1S(=O)(=O)O,102.1,103.6,93.4,104.6,104.1,104.0,101.4,99.3
CC(C)OCc1cn[nH]n1,98.4,/,99.0,106.4,101.8,102.9,100.6,104.1
CC(CCBr)CCN1C(=O)c2ccccc2C1=O (configuration not stated),/,97.3,102.8,100.9,74.2,106.5,98.5,93.6
O=[N+]([O-])c1ccccc1[I+]c1ccccc1,93.6,94.7,99.7,103.2,103.1,113.2,112.3,107.4
CC/C(=C(/c1ccc(O)cc1)c1ccc(OCCN2CCCCCC2)cc1)c1ccccc1,100.4,86.6,101.9,100.3,100.0,100.5,/,104.9
Cc1ccc(C(=O)c2ccc(CC(=O)NNC(=O)Nc3c(C)cccc3Cl)n2C)cc1,101.8,101.9,95.8,99.4,90.7,112.8,108.2,100.6
CC(C)c1ccc(CNc2sc3c(c2C#N)CCC(=O)C3)cc1,101.7,106.2,88.5,95.2,94.9,107.4,103.0,101.8
COc1ccc(C2CC(c3ccc(OC)cc3OC)=NN2C(=O)c2ccc(S(C)(=O)=O)cc2)cc1 (configuration not stated),62.2,111.5,100.9,87.8,92.2,112.4,90.7,106.1
N#CC[n+]1ccc2ccccc2c1,106.0,87.7,94.1,100.4,88.3,103.5,102.3,101.9
C[N+](C)(C)CC(=O)NN,101.2,108.6,99.3,98.9,100.5,111.5,107.6,109.4
CN1CCN(Cc2c[nH]c3ncnc(N4CCOCC4)c23)CC1,99.7,103.0,90.6,102.7,103.1,110.0,106.2,103.2
CCCCCCCCCCCCCCCCO,98.0,96.9,97.8,99.4,106.6,104.1,100.7,107.7
COc1ccc(SC2c3ccc(O)cc3Oc3nc(N)c(C#N)c(N)c32)cc1 (configuration not stated),105.8,99.3,33.7,55.7,104.8,105.6,98.1,87.0
CCCCCCCCCCCCCCCCCCOc1cccc(CC(=O)NCC[N+]2(C)CCCCC2)c1,108.3,103.9,98.1,100.4,94.5,109.7,110.4,102.8
COc1ccc(C(=O)/C=C/c2ccc(Cl)cc2)cc1S(N)(=O)=O,87.1,90.1,10.6,85.7,46.4,97.8,80.3,86.2
O=c1[nH][nH]c(-c2ccccc2)c1-c1ccccc1,113.2,/,99.1,102.0,96.7,115.5,124.4,96.2
Cc1cc(Cl)ccc1NC(=O)/N=C1\NC(=O)CS1,99.1,/,95.6,104.4,104.6,114.8,102.6,110.7
COc1cc(CNC(=O)/C=C/C=C/c2ccc3c(c2)OCO3)ccc1O,97.0,98.3,96.3,97.4,91.7,96.6,117.5,92.8
COc1cc(/C=N/NC(=O)c2ccc(C(F)(F)F)nc2Nc2cc(Cl)ccc2C)cc(OC)c1OC,112.1,61.8,101.6,102.5,85.0,99.5,88.8,97.7
CCC(=O)Nc1cccc(Cl)c1,86.3,115.4,98.8,100.4,/,105.5,99.9,91.0
N#CCCSC(=N)N,114.0,114.9,104.5,113.6,108.8,109.5,99.0,104.2
NC(CCc1ccccc1)c1ccccc1 (configuration not stated),/,95.1,96.4,97.5,91.8,120.4,101.3,103.9

# A few values from the entries so far:
# Result for `NC(CCc1ccccc1)c1ccccc1` (configuration not stated) under LOX IMVI: 96.4
# Result for `COc1cc(/C=N/NC(=O)c2ccc(C(F)(F)F)nc2Nc2cc(Cl)ccc2C)cc(OC)c1OC` under SK-MEL-2: 88.8

# (continued)
SMILES,UACC-257,MALME-3M,LOX IMVI,SK-MEL-5,UACC-62,SK-MEL-28,SK-MEL-2,MDA-MB-435
Nc1ccc(-c2nnc(SCc3ccc(O)c4ncccc34)o2)cc1,-20.4*,-2.8*,0.2*,-20.5*,-54.4*,10.6,3.4*,7.6*
Cc1ccc(-c2cc(C(=O)O)c3ccccc3n2)c(C)c1,114.8,97.3,98.3,103.3,101.8,100.4,121.8,129.4
CCN(CC)CC(O)CO (configuration not stated),84.0,108.8,101.4,110.6,104.0,103.9,112.1,106.6
COc1ccc(C(=O)CC23C(=O)NC(=O)C2C(=O)NC3=O)cc1OC (configuration not stated),115.8,110.7,104.0,114.2,91.4,114.2,115.4,106.7
Cn1c2c(c3ccc(Cl)c(Cl)c31)C(C#N)C1(CCNCC1)NC2=O (configuration not stated),39.9,58.1,14.2,59.6,-46.5*,-81.4*,11.5,6.0*
O=C1Nc2ccccc2/C1=C/c1cn(CC(O)CN2CCCCC2)c2ccccc12 (configuration not stated),103.3,120.4,96.6,102.0,89.3,116.8,119.3,103.0
CC(=O)NN1C(=O)c2ccccc2C1=O,102.5,82.0,106.2,99.4,91.9,102.3,97.5,91.5
Cc1nc2sc3c(c2c(C)c1Br)NC(c1ccccc1F)NC3=O (configuration not stated),/,121.1,90.2,91.8,93.1,114.2,100.9,98.4
CCN(CC)CCOC(=O)C1c2ccccc2-c2ccccc21,99.3,/,101.5,97.5,108.5,114.4,106.3,96.3
O=C(O)/C=C/c1ccccc1O,101.3,96.2,96.4,104.4,93.6,103.5,84.3,112.7
c1cnc2[nH]cnc2n1,104.7,94.9,99.2,111.8,108.4,109.1,99.4,98.7
CC1=C(C(=O)OC(C)(C)C)C(c2ccc3c(c2)OCO3)NC(=S)N1 (configuration not stated),98.9,96.2,98.4,98.9,88.3,100.5,104.4,102.1

# Source: PubChem
